Assay outcomes deposited in PubChem BioAssay by several laboratories.
S1P2 antag = antagonists of human S1P2 receptor | inhibition, % at 5 µM | AID 736 | O95136 | cell-based S1P2 antagonist assay, inhibition at 5 uM | 97,000 compounds, 0.21% hits; in the data active = inhibition above about 45%;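 note: CRE beta-lactamase reporter cells expressing human S1P2 stimulated with S1P; 0% = agonist at EC80 alone and 100% = agonist plus reference antagonist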
Target sequence (O95136 whole entry, looked up): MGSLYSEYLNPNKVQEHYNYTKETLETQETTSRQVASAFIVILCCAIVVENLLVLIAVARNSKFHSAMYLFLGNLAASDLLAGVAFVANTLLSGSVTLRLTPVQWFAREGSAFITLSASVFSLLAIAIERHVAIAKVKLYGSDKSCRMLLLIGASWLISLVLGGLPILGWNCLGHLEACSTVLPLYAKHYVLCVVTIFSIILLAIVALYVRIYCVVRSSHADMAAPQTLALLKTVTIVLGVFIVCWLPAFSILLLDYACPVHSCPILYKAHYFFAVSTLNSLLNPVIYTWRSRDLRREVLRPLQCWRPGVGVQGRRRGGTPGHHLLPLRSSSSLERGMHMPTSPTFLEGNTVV
sEH activator = soluble epoxide hydrolase (human) activation; P34913; purified human sEH enzymatic activity, activator screen; activation, % at 2 µM; 91,000 compounds, 0.04% hits; in the data active = activation above about 37%; note: values of inactives mirror those of a sister screen read the other way
PostGolgi yeast = growth inhibition of a yeast mutant, post-Golgi transport screen | post-Golgi transport phenotypic cell assay | inhibition, % at 10 µM | 98,000 compounds, 0.9% hits | AID 739;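 note: yeast cells grown in 1536-well plates; yeast grown about 18 h at 30C before absorbance read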
hDAT+cocaine = changed human dopamine transporter uptake under cocaine IC80; Q01959; LLC-PK1 hDAT cells, [14C]-dopamine uptake with cocaine IC80; actives deviate in either direction; B-score at 10 µM; 110,000 compounds, 1.3% hits;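 active = Z score or B-score, a plate-position-corrected score, falls beyond the plate's 99.7% confidence bounds, in either direction; inactive = both scores lie inside the 99.7% bounds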;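 note: scored against the spread of the other compound wells on the same plate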
PostGolgi ctrl = yeast control strain growth, post-Golgi counter-screen; inhibition, % at 10 µM; 98,000 compounds, 5% hits; efflux-deficient yeast background strain, growth absorbance A615, 16 h; AID 738
CYP2C19 inhib = human CYP2C19 inhibition; P33261; CYP2C19 Supersomes, luciferin-H EGE luminescence, 30 min; inhibition, % at 5 µM; 96,000 compounds, 21% hits; AID 778;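 active = CYP2C19 inhibition above a set limit at 5 µM in the primary screen, cut at about 50% in these data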;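 note: plate controls were negative control wells for no effect and 2.5 mM tranylcypromine positive control for full effect; values of inactives mirror those of a sister screen read the other way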
Target sequence (P33261 whole entry, looked up): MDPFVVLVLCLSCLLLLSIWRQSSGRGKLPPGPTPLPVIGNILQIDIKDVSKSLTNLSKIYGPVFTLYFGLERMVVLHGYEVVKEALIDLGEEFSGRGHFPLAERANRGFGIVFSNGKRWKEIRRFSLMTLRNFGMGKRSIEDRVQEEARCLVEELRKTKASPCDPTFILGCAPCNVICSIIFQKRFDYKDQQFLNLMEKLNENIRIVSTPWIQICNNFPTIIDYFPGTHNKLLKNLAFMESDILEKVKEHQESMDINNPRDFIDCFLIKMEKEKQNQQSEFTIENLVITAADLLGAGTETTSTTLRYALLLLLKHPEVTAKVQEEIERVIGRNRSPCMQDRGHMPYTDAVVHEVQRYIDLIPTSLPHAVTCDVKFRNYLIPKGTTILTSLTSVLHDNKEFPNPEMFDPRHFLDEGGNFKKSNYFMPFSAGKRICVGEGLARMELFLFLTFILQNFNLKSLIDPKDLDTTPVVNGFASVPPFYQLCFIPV
sEH inh = inhibitors of human soluble epoxide hydrolase; recombinant human sEH enzymatic activity assay; 91,000 compounds, 0.34% hits; inhibition, % at 2 µM; P34913; AID 707; in the data active = inhibition above about 80%; note: values of inactives mirror those of a sister screen read the other way; many of its hits are not listed in these tables
S1P2 ag = S1P2 (human) receptor agonism; S1P2-expressing cell line, agonist reporter read-out; activation, % at 4.5 µM; AID 729; 97,000 compounds, 0.46% hits; in the data active = activation above about 16%;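 note: 0% = vehicle low control and 100% = maximal reference agonist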
CYP2C19 act = activators of human cytochrome P450 2C19 | P33261 | recombinant CYP2C19, luciferin-H EGE luminescence; stronger effect = higher value; 0 = fully inhibited enzyme, 1 = untreated enzyme | activation factor at 5 µM | 96,000 tested, under 10 active | AID 1025;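 active = activation factor of at least 2 at 5 µM in the primary screen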;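 note: 0 = wells with 2.5 mM tranylcypromine and 1 = vehicle-only wells; values of inactives mirror those of a sister screen read the other way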
Starred values were filed as active, the others as inactive; x = no result given. Cut-off read from the data, not from the text of the source, unless noted: active = inhibition above about 30%; inactive = the rest.

no.	molecule	S1P2 antag	sEH activator	PostGolgi yeast	hDAT+cocaine	PostGolgi ctrl	CYP2C19 inhib	sEH inh	S1P2 ag	CYP2C19 act
1	C/C=C(\C)CN1CCN(c2ccc(C)cc2)CC1	0	0	-1	-0.68	8	86*	2	-5	0.1
2	CC(C)N1C(=O)C2ON(c3ccccc3)C(c3cccs3)C2C1=O (centres undefined)	-3	4	0	-1.3	6	48	-5	-4	0.5
3	CC(C)NC(=S)NN(c1ccccc1)c1ccccc1	-2	-5	0	0.015	3	62*	7	-2	0.4
4	CC(=C/c1ccccc1)/C=N/NC(=O)c1cnccn1	-8	-16	4	-0.47	7	6	17	-3	0.9
5	COc1ccc(C2SCC(=O)N2C)cc1 (centres undefined)	-9	9	21	-0.52	10	14	-12	-6	0.9
6	CC(C)C(C(=O)NCC1CCCO1)N(Cc1ccco1)C(=O)CNS(=O)(=O)c1ccc(F)cc1 (centres undefined)	20	-7	0	1.1	12	-1	7	0	1
7	CCC(=O)NC(O)C(=O)c1ccc(C)cc1 (centres undefined)	-24	8	-2	0.22	3	13	-6	-2	0.9
8	CC1CCCC(C)N1C(=O)Cc1ccccc1 (centres undefined)	19	17	18	0.6	9	76*	-17	-1	0.2
9	Cc1cc(C(F)(F)F)nc(SCC(=O)NC2CC3CCC2C3)n1 (centres undefined)	15	-20	-3	0.7	6	83*	23	-3	0.2
10	CCOc1ccc(CCNC(=O)CCc2c(C)nc3ncnn3c2C)cc1OCC	-1	-2	7	-1.3	8	-13	5	-10	1.1
11	CCc1ccc(C(C)NC(=O)/C(C#N)=C\c2cn[nH]c2-c2ccccc2)cc1 (centres undefined)	17	-10	3	0.083	10	13	12	4	0.9
12	O=C(COC(=O)C1CCN(S(=O)(=O)c2cccc3cccnc23)CC1)c1ccc([N+](=O)[O-])cc1	4	-2	-5	0.016	2	-9	1	-10	1.1
13	O=C(Nc1ccc(Cl)cc1)c1ccc(-n2cccn2)c([N+](=O)[O-])c1	26	-33	12	0.0012	38*	-4	33	-9	1
14	CC(C)(C)c1ccc(-c2csc(NNC3=NCCCCC3)n2)cc1	-6	5	1	-0.033	6	11	-4	0	0.9
15	Cc1csc(NC(=O)CCNS(=O)(=O)c2ccc3c(c2)c(=O)n(C)c(=O)n3C)n1	9	-7	16	-1.5	-2	-10	6	-1	1.1
16	O=C1CN(c2ccccc2Cl)C(=O)CN1c1ccccc1Cl	-8	4	6	-0.35	1	-8	-10	-3	1.1
17	CCN(CC)S(=O)(=O)c1ccc2oc(Nc3ccc4c(c3)OCCO4)nc2c1	-4	-4	2	-0.087	5	12	7	-7	0.9
18	COc1cc2[nH]c(=O)n(CCCC(=O)N3CC=C(c4ccccc4)CC3)c(=O)c2cc1OC	x	x	14	1.6	27	23	x	x	0.8
19	O=C(Nc1ccccc1)N1CCCc2ccccc21	-19	17	x	0.8	x	x	-14	-6	x
20	COc1ccc(CC(=O)N2CCN=C2SC)cc1	7	0	6	-0.28	-5	41	-1	-3	0.6
21	CC(C)Cc1cc(C(=O)NCCN2CCOCC2)no1	x	x	-1	0.38	5	4	x	x	1
22	Cc1c(C#N)c(=O)oc2ccc3ccccc3c12	-31	10	1	-0.043	0	18	-13	4	0.8
23	COc1ccccc1NC(=O)C1=C(C)Nc2nc(-c3ccccc3)nn2C1c1ccccn1 (centres undefined)	0	12	6	3.1	5	35	-12	-6	0.6
24	CCN(CC)C(=O)Sc1cccc2cccnc12	10	3	3	0.01	2	26	-4	-2	0.7
25	CCc1ccc(-n2c(Cn3nc(C(F)(F)F)cc3C)n[nH]c2=S)cc1	24	-3	-5	-0.028	6	-8	4	-2	1.1
26	CCNC(=O)CN1C(=O)NC2(CCCCCC2)C1=O	6	-12	-6	-0.56	19	-18	10	-2	1.2
27	CC(=O)c1cnn(-c2cc(Oc3ccccc3C)ncn2)c1C	-5	-6	1	-0.024	-6	21	7	0	0.8
28	O=C(CNC(=O)c1ccc(Cl)cc1Cl)NCC(=O)Nc1ccccc1N1CCOCC1	20	x	-7	-0.59	1	21	x	-6	0.8
29	CCN(CC)S(=O)(=O)c1ccc(-c2nnc(SCc3nnc(-c4ccccc4)o3)o2)cc1	11	x	3	0.15	-4	46	x	-3	0.5
30	Cc1noc(C)c1COC(=O)c1ccc2c(c1)OCCO2	10	-2	-6	1.4	28	x	1	-5	x
31	Nn1c(SCC(=O)Nc2ccc3c(c2)OCO3)nnc1-c1ccccc1	12	-5	3	0.4	14	28	1	-1	0.7
32	O=c1c(-c2ccc3c(c2)OCCO3)coc2c(CN3CCOCC3)c(O)ccc12	3	-6	-1	-0.93	9	-10	6	-6	1.1
33	COc1nc(OC)nc(N2CCCCCC2)n1	-17	0	x	0.3	x	x	3	-2	x
34	Oc1c(C=Nc2cccc3cccnc23)sc2ccccc12	-2	-5	6	0.15	10	15	3	-3	0.9
35	Cc1cc(C)c(S(=O)(=O)N2CCN(C)CC2)c(C)c1	2	0	12	-0.14	3	7	0	-8	0.9
36	Cn1nc(C(=O)Nc2cccnc2)c2ccccc2c1=O	-6	-5	-4	-0.52	9	4	5	-5	1
37	COc1cc(OC)c(C2CC(=O)N3CN(c4ccccc4)CSC3=C2C#N)cc1OC (centres undefined)	14	-10	2	-0.91	0	15	9	-11	0.9
38	COCCCNC(=O)c1ccc(CS(=O)(=O)c2ccc(OC)cc2)o1	x	x	-1	0.21	8	-11	x	x	1.1
39	O=c1cc(CSc2ccc(Cl)cc2)nc(N2CCOCC2)[nH]1	10	-13	13	0.81	-9	39	14	-3	0.6
40	Cc1ccc(S(=O)(=O)N2CCSC2)cc1C	-14	13	21	-0.15	9	7	-11	-2	0.9
41	CCN(CC)CCN1C(=O)C(=O)/C(=C(/O)c2c(C)[nH]c(C(=O)OC)c2C)C1c1ccc(OC)cc1 (centres undefined)	x	x	-6	x	1	7	x	x	0.9
42	CCOC(=O)Nc1cc(C(=O)OCC)c(C)nc1C	x	x	9	-0.073	1	22	x	x	0.8
43	COc1cc(NC(=O)C2CCCC2)c(OC)cc1Cl	7	9	19	-0.28	6	65*	-8	-3	0.4
44	COc1ccc(CCNC(=S)NC(=O)/C=C/c2ccc(C)cc2)cc1OC	22	4	x	0.26	x	x	-1	1	x
45	COCCSc1nc2sc3c(c2c(=O)n1-c1ccccc1)CCN(C)C3	-37	3	-7	0.8	18	98*	-2	-4	0
46	O=c1c2c(-c3cccs3)csc2ncn1-n1cccc1	-31	14	-2	0.71	-5	30	-11	-2	0.7
47	COCCNC(=O)CN(c1ccccc1OC)S(C)(=O)=O	-3	-9	1	-1.1	0	-3	9	5	1
48	CC(=O)Nc1ccc(Nc2ncnc3c2cnn3-c2cccc(C)c2)cc1	-7	2	-6	1	13	9	0	-7	0.9
49	CCC(C)NC(=O)C1c2ccccc2C(=O)N(c2ccc(OC)cc2)C1c1ccc(OC)cc1 (centres undefined)	-5	-2	1	0.01	-1	0	3	-6	1
50	O=S(=O)(NCc1ccc2c(c1)OCO2)c1cnc[nH]1	5	5	-10	-1.2	8	70*	-4	-7	0.3
51	COc1ccccc1C1C(C(=O)c2sc(C)nc2C)=C(O)C(=O)N1CCN1CCOCC1 (centres undefined)	x	x	5	1.5	13	-4	x	x	1
52	NC(=O)CSCc1c(Cl)cccc1Cl	-1	4	4	-1.3	8	0	-5	-5	1
53	CCOC(=O)c1nn(-c2ccc(C)cc2)cc1O	16	-7	7	0.36	-6	61*	7	2	0.4
54	S=C(NCCSCc1ccc(Cl)cc1Cl)Nc1ccccc1	15	-13	-10	0.11	11	52*	13	0	0.5
55	Nc1nc2ccc(S(=O)(=O)N3CCCCC3)cc2s1	20	-2	8	-0.68	14	31	5	-7	0.7
56	CCOC(=O)C(=CNc1cc(C)nn1-c1ccc(C)cc1)C(=O)OCC	-22	-12	-1	0.061	24	48	12	-1	0.5
57	Cc1ccc(Cn2ccc(NC(=O)c3cc(C)on3)n2)cc1	-14	13	20	0.42	-5	70*	-11	0	0.3
58	Cn1c(=O)c2c(SCC(=O)Nc3ccc4c(c3)OCCO4)nc(CC(C)(C)C)nc2n(C)c1=O	-29	x	-4	-1.3	19	59*	x	-1	0.4
59	CC1CC(C)CN(c2oc(-c3ccco3)nc2C#N)C1 (centres undefined)	-2	2	0	x	3	x	-3	1	x
60	Cc1ccc(NS(=O)(=O)c2cc(C(=O)N3CCc4ccccc4C3)ccc2Cl)cc1	12	10	35*	0.002	64*	44	-7	-8	0.6

Record cards (already shown).
O=S(=O)(NCc1ccc2c(c1)OCO2)c1cnc[nH]1 across the screens: S1P2 antag: 5; sEH activator: 5; PostGolgi yeast: -10; hDAT+cocaine: -1.2; PostGolgi ctrl: 8; CYP2C19 inhib: 70*; sEH inh: -4; S1P2 ag: -7; CYP2C19 act: 0.3
Cc1ccc(Cn2ccc(NC(=O)c3cc(C)on3)n2)cc1 across the screens: S1P2 antag: -14; sEH activator: 13; PostGolgi yeast: 20; hDAT+cocaine: 0.42; PostGolgi ctrl: -5; CYP2C19 inhib: 70*; sEH inh: -11; S1P2 ag: 0; CYP2C19 act: 0.3

Next part
no.	molecule	S1P2 antag	sEH activator	PostGolgi yeast	hDAT+cocaine	PostGolgi ctrl	CYP2C19 inhib	sEH inh	S1P2 ag	CYP2C19 act
61	COc1cc(/C=N/N(C)c2ccccc2)cc(Cl)c1O	-2	-8	2	-0.13	48*	52*	6	-6	0.5
62	O=c1cc(-c2c(F)c(F)c(F)c(F)c2F)oc2ccccc12	16	-2	3	1.5	8	30	4	1	0.7
63	Cc1ccc2c(c1C)NC(=O)C2(O)CC(=O)c1ccc2c(c1)OCO2 (centres undefined)	6	-12	-3	0.45	-1	41	10	-5	0.6
64	CCN1CCN(CC(O)COc2cccc(OC)c2)CC1 (centres undefined)	-3	18	-1	0.18	4	-9	-18	-7	1.1
65	CCSc1nc(N)c2c3c(sc2n1)CCC3	-5	18	22	0.072	2	96*	-19	-3	0
66	Cc1cc(N2CCC(C(=O)NC3CC3)CC2)nc(-c2ccccc2)n1	13	-7	-2	0.059	4	37	4	-1	0.6
67	O=[N+]([O-])c1cc(/C=N\Nc2nccs2)ccc1O	10	2	7	x	-3	42	-1	-5	0.6
68	O=C(CSc1cn(CCNC(=O)c2ccccc2)c2ccccc12)NCc1ccco1	14	x	0	-0.47	0	99*	x	-1	0
69	O=S(=O)(NCc1cccnc1)c1ccc(Cl)c(Cl)c1	10	5	x	-0.29	x	x	-2	-7	x
70	FC(F)Oc1ccccc1C1CC(c2ccc(Br)s2)Nc2ncnn21 (centres undefined)	x	x	39*	0.79	21	98*	x	x	0
71	CC(C)OC(=O)CSc1nnc(-c2ccc(C(C)(C)C)cc2)n1N	10	-12	-2	0.083	-5	-21	11	-6	1.2
72	CC(C)NC(=O)c1ccc2c(c1)nnn2C	-4	10	1	-0.092	45*	-19	-5	0	1.2
73	Cc1cnc(NC(=O)CSc2nnc(-c3cccs3)n2C)s1	-3	-2	-8	0.71	-10	24	0	-10	0.8
74	COc1ccccc1NC(=O)C1=C(C)Nc2nnnn2C1c1ccccc1OC (centres undefined)	-13	6	16	-0.017	9	11	-4	-3	0.9
75	Cc1cccc(OCc2nnc(SCC(=O)N3CCc4ccccc43)n2C)c1	24	x	-20	0.95	0	17	x	-3	0.8
76	c1ccc(-c2nc(CSc3nnc(-c4cccs4)o3)cs2)cc1	10	-8	3	0.56	16	x	8	-2	x
77	CC(=O)c1ccc(NC(=O)C2CCC(C)(C(=O)O)C2(C)C)cc1 (centres undefined)	17	-1	5	0.85	7	-5	2	-5	1.1
78	C/C(=N\OC(=O)c1ccccc1)c1cc(-c2ccc(Cl)cc2)no1	19	19	-2	-0.24	-1	6	-22	-5	0.9
79	CCNCc1cc(OCC)c(OCC(=O)NCCc2ccccc2)cc1Cl	21	-1	-2	2.3	8	88*	3	-5	0.1

Four compounds already listed, ordered by their value in CYP2C19 inhib, largest number first:
nr	structure	CYP2C19 inhib
73	Cc1cnc(NC(=O)CSc2nnc(-c3cccs3)n2C)s1	24
74	COc1ccccc1NC(=O)C1=C(C)Nc2nnnn2C1c1ccccc1OC (centres undefined)	11
78	C/C(=N\OC(=O)c1ccccc1)c1cc(-c2ccc(Cl)cc2)no1	6
77	CC(=O)c1ccc(NC(=O)C2CCC(C)(C(=O)O)C2(C)C)cc1 (centres undefined)	-5
